Screens as filed in PubChem BioAssay.
aSyn tox rescue = inhibitors of alpha-synuclein toxicity in yeast; S. cerevisiae alpha-synuclein toxicity rescue, BacTiter-Glo growth, 24 h; Potency, µM (top dose mostly 46.1 µM), without a hit: at the highest dose growth rescue (activation), most hits filed as activators; 94,000 tested, 0.02% active; active means well fitted activation curve with a large enough effect; inconclusive means small, poorly fitted or top-dose-only effect; further: 0% is about no effect
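Growth restoration measured by BacTiter-Glo luminescence after 24 hr at 30 deg C; alpha-synuclein yeast, raffinose-pregrown to mid-log, were added at OD600=0.02 in galactose medium onto pinned compounds.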
An asterisk follows results filed as active; ? = inconclusive; & = joins results of further samples; [ ] = dose if it differs, or a comment. Potency means the concentration at half of the fitted maximal effect. Not all compounds are listed; rates above refer to the full screens.

| molecule | aSyn tox rescue |
| --- | --- |
| CCOC(=O)c1ccccc1NC(=O)COC(=O)C(CC)Oc1ccccc1 (configuration not stated) | 11% |
| O=C(N/N=C/c1ccncc1)c1ccc(NS(=O)(=O)c2cccs2)cc1 | -1% |
| CCOC(=O)N1CCC(N2C(=O)c3ccc(C(=O)Nc4ccc(F)cc4F)cc3C2=O)CC1 | -2% |
| CCOc1cc(-c2nc(-c3ccc(Br)cc3)no2)cc(OCC)c1OCC | 4% |
| Cc1ccccc1-c1nc(SCC(=O)NCc2ccc(F)cc2)c2c(=O)n(C)c(=O)n(C)c2n1 | 5% |
| NNC(=O)C(=O)/C=C1\NC2(CCCC2)Cc2ccccc21 | -2% |
| Cc1ccc2[nH]c3c(=O)n(CC(=O)N4CCN(c5cccc(C(F)(F)F)c5)CC4)ncc3c2c1 | 8% |
| O=C(NNC(=O)c1ccco1)c1ccc(NS(=O)(=O)c2cccs2)cc1 | -16% |
| CN1C(=O)Cc2cc(S(=O)(=O)CCC(=O)Nc3ccc(Cl)c(C(F)(F)F)c3)ccc21 | -19% |
| COc1ccc(-c2cc(C(F)(F)F)nc(SCCC(=O)Nc3cccc(OC)c3)n2)cc1 | -5% |
| O=C(Nc1cccnc1)c1ccc(NS(=O)(=O)c2cccc([N+](=O)[O-])c2)cc1 | 1% |
| Cc1nc(S(=O)(=O)N2CCN(C3c4ccccc4-c4ccccc43)CC2)cn1C | 0% |
| Cc1ccc(CCNC(=O)c2ccc3c(c2)nc2n3CCOC2)cc1 | 1% |
| O=C(Cc1ccc(-c2ccccc2)cc1)NNC(=S)NCc1ccco1 | 3% |
| O=C(N/N=C/c1cc2c(cc1[N+](=O)[O-])OCO2)c1cccnc1 | -5% |
| Cc1ccccc1C(=O)N(Cc1ccc(N(C)C)cc1)CC1CCCO1 (configuration not stated) | 2% |
| COc1ccc(OC)c(-c2nc(C(N)=O)c3c(n2)n(-c2ccc4c(c2)OCO4)c(=O)n3C)c1 | -2% |
| O=C(Nc1nc2ccc(F)cc2s1)Oc1ccccc1 | -4% |
| O=C(Nc1ccc2oc(-c3cccc(Cl)c3Cl)nc2c1)c1cccc(Br)c1 | -4% |
| Cc1ccn2c(C(=O)NN=C3CCN(C)CC3)c(C)nc2c1 | -5% |
| COc1cc(OC)c(NC(c2nnc(-c3ccccc3)o2)c2ccc(F)cc2Cl)cc1Cl (configuration not stated) | 6% |
| CC1CCCCN1C(=O)COC(=O)c1ccc(=O)n(Cc2ccccc2)n1 (configuration not stated) | -2% |
| COc1ccc(N2CCN(CCCNC(=O)CC3Oc4ccc(C)cc4NC3=O)CC2)cc1 (configuration not stated) | -9% |
| NC(=O)c1nnn(-c2ccc([N+](=O)[O-])cc2)c1-c1ccccc1 | 7% |
| Cc1ccc(C(=O)COC(=O)C(Cc2c[nH]c3ccccc23)NC(=O)c2ccc(C(C)(C)C)cc2)cc1 (configuration not stated) | -25% |
| O=C(Cn1[nH]c(=O)c2ccccc2c1=O)OCC(=O)c1ccc(Br)cc1 | 5% |
| CC1=C(c2ccc(C(C)C)cc2)S(=O)(=O)N=C1N1CCC(C(=O)NCc2ccccc2)CC1 | 11% |
| Cc1ccc(CSc2nc(=O)c3c(n2C)NC(=O)CC3c2ccc(OC(C)C)cc2)cc1 (configuration not stated) | 2% |
| CCOC(=O)CNC(=O)CSc1nnc(-c2c[nH]c3ccccc23)n1CC | -3% |
| Cc1ccc(S(=O)(=O)Nc2ccc3c(c2)C(=O)N([C@H](C)CO)C[C@H](C)[C@@H](CN(C)C(=O)NC2CCCCC2)OCCCC[C@@H](C)O3)cc1 | -9% |

Ordered by molar mass (highest first): six of the compounds above.
| molecule | aSyn tox rescue |
| --- | --- |
| Cc1ccc(S(=O)(=O)Nc2ccc3c(c2)C(=O)N([C@H](C)CO)C[C@H](C)[C@@H](CN(C)C(=O)NC2CCCCC2)OCCCC[C@@H](C)O3)cc1 | -9% |
| CCOC(=O)N1CCC(N2C(=O)c3ccc(C(=O)Nc4ccc(F)cc4F)cc3C2=O)CC1 | -2% |
| COc1ccc(OC)c(-c2nc(C(N)=O)c3c(n2)n(-c2ccc4c(c2)OCO4)c(=O)n3C)c1 | -2% |
| CCOc1cc(-c2nc(-c3ccc(Br)cc3)no2)cc(OCC)c1OCC | 4% |
| O=C(Nc1cccnc1)c1ccc(NS(=O)(=O)c2cccc([N+](=O)[O-])c2)cc1 | 1% |
| O=C(N/N=C/c1cc2c(cc1[N+](=O)[O-])OCO2)c1cccnc1 | -5% |

Looked up one by one from the list above (3):
| molecule | aSyn tox rescue |
| --- | --- |
| COc1ccc(-c2cc(C(F)(F)F)nc(SCCC(=O)Nc3cccc(OC)c3)n2)cc1 | -5% |
| O=C(Cc1ccc(-c2ccccc2)cc1)NNC(=S)NCc1ccco1 | 3% |
| O=C(NNC(=O)c1ccco1)c1ccc(NS(=O)(=O)c2cccs2)cc1 | -16% |

Following part:
| molecule | aSyn tox rescue |
| --- | --- |
| COc1ccccc1NC(=S)N=Nc1c(O)[nH]c2ccc(Br)cc12 | -4% |
| CCN(CCCNC(=O)c1cc2c(Cl)nc3ccccc3c2s1)Cc1ccccc1 | ? |
| CCCCCC(=O)N/N=C(\C)c1ccc(N2CCCCC2)cc1 | 7% |
| CCOc1ccccc1NC(=O)c1ccc2c(Cl)c3c(nc2c1)CCCC3 | 0% |
| O=C(COc1ncnc2ccccc12)Nc1ccc(Cl)c(S(=O)(=O)N2CCOCC2)c1 | 2% |
| CC(C)(C)C1CCc2nc(NC(=O)c3cccc(Cl)c3)sc2C1 (configuration not stated) | 4% |
| CN(C)c1nc(=Nc2cccc(Cl)c2)ss1 | -70%[inhibitor] |
| CCn1ncc(CNC(=O)C2(C)CC2(Br)Br)c1C (configuration not stated) | 0% |
| COc1ccccc1CNc1ncnc2onc(-c3ccc(F)cc3)c12 | -4% |
| Cc1ccc(NC(=O)Cn2nc(C)c3nn(-c4ccc(Cl)cc4)c(C)c3c2=O)cc1F | 7% |
| O=S(=O)(c1ccc(Cl)cc1Cl)n1ccnc1 | -15% |
| COc1ccc(-c2cc(C(=O)OCc3ccccn3)c3ccccc3n2)cc1 | -3% |
| CCOc1ccc(/C=C(\C#N)C(=O)Nc2sc3c(c2C(=O)OC)CCC3)cc1OC | -7% |
| CCOc1ccc(C(=O)N(Cc2ccc(C(C)C)cc2)Cc2ccco2)cc1 | 4% |
| COc1cc(NC(=O)C(CC(C)C)NS(=O)(=O)c2ccc3c(c2)CCCC(=O)N3)cc(OC)c1 (configuration not stated) | -1% |
| Cc1cc(C)n(-c2nnc(C)n2/N=C/c2ccc(O)cc2)n1 | -6% |
| CCN(c1ccccc1)S(=O)(=O)c1ccc(C(=O)NC2CCCCC2)cc1 | 3% |
| COc1ccccc1NC(=O)C(C)Sc1nnc2ccc3ccccc3n12 (configuration not stated) | 0% |
| Cc1cccc(-c2nc(CSCC(=O)NCCc3ccc(Cl)cc3)c(C)o2)c1 | 24% |
| Cc1nc(N2CCOCC2)c2c(C)c(C(=O)Nc3ccc(C(F)(F)F)cc3)sc2n1 | -10% |
| Cc1ccc(-n2nc(C)c3c(C(F)(F)F)cc(-c4cccnc4)nc32)cc1C | 0% |
| CCc1ccc(NC(=O)C2CCCN(S(=O)(=O)c3ccc(F)cc3)C2)cc1 (configuration not stated) | 5% |
| CCCCCCn1c(=O)n2n(c1=O)C[C@]1(OC(=O)Nc3c(C)noc3C)CN(S(=O)(=O)c3ccc(C)cc3)C[C@]1(O)C2 | -7% |
| CCOc1ccccc1NC(=O)CSc1nc2ccccc2nc1N1CCCC1 | -4% |
| COc1ccc(OC)c(NC(=O)Cn2c(=O)n(Cc3ccccc3)c(=O)c3ccccc32)c1 | 5% |
| O=C1CCC(C(=O)OCc2nnc(-c3ccc(Cl)cc3)o2)=NN1 | 2% |
| N/C(=N\OC(=O)CCn1cccc(C(F)(F)F)c1=O)c1ccc(Cl)cc1 | 7% |
| COc1ccc(OC)c(CCNC(=O)CCCn2c(=O)c3cccn3c3ccccc32)c1 | -1% |
| O=C1CC(NS(=O)(=O)c2ccc3ccccc3c2)CN1c1ccccc1 (configuration not stated) | 10% |
| CC(C)c1ccc(NC(=O)c2cc3c(=O)oc4ccccc4c3s2)cc1 | 1% |
| Cc1cccc(-n2ncc3c(Nc4ccc(C)c(Cl)c4)ncnc32)c1 | -10% |
| COc1cc(OC)c(NS(=O)(=O)c2c(C(=O)N3CCCCCC3)c(C)n(C)c2C)cc1Cl | 0% |
| CCn1c(SCC(=O)Nc2ccc(N(C)C)cc2)nnc1C1CC1 | 10% |
| C[C@@H]1CN([C@@H](C)CO)C(=O)CCCn2nncc2CO[C@@H]1CN(C)C(=O)Nc1ccc(C(C)(C)C)cc1 | 11% |
| CCN(CC)C(=O)c1cc2c(=O)n3ccccc3nc2s1 | -7% |
| CCN=C1SC(C(=O)Nc2ccc(OCC)cc2)CC(=O)N1CC (configuration not stated) | -48%[inhibitor] |
| O=C(CC1CCCC1)N1CCN(S(=O)(=O)c2c(F)cccc2F)CC1 | 15% |
| CCOC(=O)c1sc2nc(C)nc(SCC(N)=O)c2c1C | -4% |
| COc1ccccc1NC(=O)Cn1c(=O)n(Cc2ccccc2)c(=O)c2ccccc21 | 0% |
| Cc1cccc(-c2nc3scc(CCNS(=O)(=O)c4ccc(Oc5ccccc5)cc4)n3n2)c1 | 2% |
| COc1ccc(OC)c(N=C(N)N=C(N)N)c1 | -11% |
| COc1ccc(Nc2ncnc3c2cnn3-c2cc(Cl)ccc2C)cc1OC | -9% |
| CN(C(=O)CSc1nc2ccccc2n1Cc1cccc(C(F)(F)F)c1)c1ccccc1 | 5% |
| CC1CCN(C(=O)CSc2nnc(-c3ccccc3F)o2)CC1 | 1% |
| CNS(=O)(=O)c1cccc(C(=O)NCC(c2cccs2)N2CCOCC2)c1 (configuration not stated) | -6% |
| COc1ccc(C(=O)Nc2ccc(C)c(S(=O)(=O)N3CCCCCC3)c2)cc1 | 12% |
| CCN(CC(=O)Nc1ccccc1C(F)(F)F)C(=O)CN1C(=O)NC(C)(c2ccccc2)C1=O (configuration not stated) | -7% |
| CCc1cccc(NC(=O)Cn2c(=O)n(CCC(=O)NCc3ccccc3Cl)c(=O)c3sccc32)c1 | 3% |
| Cc1ccc(CCNC(=O)c2cc(-c3ccc(Cl)cc3)n[nH]2)cc1 | -5% |
| O=C(Nc1nnc(S(=O)(=O)N2CCOCC2)s1)c1ccc(F)cc1 | -3%&-5% |
| CC1=NNC(=O)C1CC(=O)N/N=C/c1ccncc1 (configuration not stated) | 8% |
| CCOc1ccc(CCNC(=O)CCc2nc3ccccc3[nH]2)cc1OCC | -8% |
| COc1ccc(CCNC(=O)CCCn2c(=O)c3cccn3c3cccnc32)cc1OC | -2% |
| Cc1c(NC(=O)COC(=O)Cc2ccc(F)cc2)c(=O)n(-c2ccccc2)n1C | -1% |
| CNC(=S)/N=C/NOCc1ccc(Cl)cc1Cl | -38%[inhibitor] |
| COc1ccc(NC(=O)c2cn(CC(C)C)c(=O)c3cc(OC)c(OC)cc23)cc1Cl | 3% |
| Cc1ccc(NC(=O)Cn2c(=O)n(Cc3nc(-c4ccccc4)no3)c(=O)c3ccccc32)cc1C | -2% |
| O=C(CCC1N=C2c3ccccc3N=C(SCc3ccc(Cl)cc3)N2C1=O)NCc1cccs1 (configuration not stated) | 7% |
| O=S(=O)(Nc1ccc(N2CCOCC2)cc1)c1ccc(F)cc1F | -4% |
| COc1cc(C=C2NC(=O)NC2=O)ccc1O | -17% |

Additional entries follow.
| molecule | aSyn tox rescue |
| --- | --- |
| O=C(CNc1cc(S(=O)(=O)N2CCOCC2)ccc1N1CCCC1)Nc1ccc(Cl)cc1F | 3% |
| CNC(=O)C[C@H]1C(=O)N(c2ccccc2)C[C@@H]1CSC | 4% |
| O=C(O)c1ccc([N+](=O)[O-])c2c1C(=O)c1ccccc1C2=O | -11% |
| NC(=O)CSc1nc2c(oc3ccccc32)c(=O)n1-c1ccccc1F | 5% |
| COc1ccc(-c2nc(SCc3cc(=O)c4cc(C)ccc4[nH]3)n[nH]2)cc1 | -17% |
| CCc1nc(=O)c(-c2ccccc2)c(C)n1-c1ccccc1 | -4% |
| Cc1ccc(-c2cc(C(=O)Nc3ccc(SC(F)F)cc3)no2)cc1F | -1% |
| COc1ccc(NC(=O)C[C@H]2C(=O)N(C3CCCCC3)C[C@@H]2CSC)cc1 | -5% |
| CC(C)(C)CC(C)(C)c1ccc(OCC(=O)Nc2ccc(S(=O)(=O)Nc3ncccn3)cc2)cc1 | -1% |
| N/C(=N\NS(=O)(=O)c1ccccc1Cl)c1ccccn1 | 4% |
| Cc1cccc(C(=O)Nc2ccc(OCc3cc(=O)n4c5c(sc4n3)CCCC5)cc2)c1 | -3% |
| COc1ccc(OCc2nc(-c3ccc(-n4cccc4)cc3)no2)cc1 | 1% |
| N#C/C(=C\c1ccco1)c1nc2ccccc2s1 | -3% |
| COc1ccc(N(CC(=O)NCc2ccc(F)cc2)C(=O)Cn2nnc(-c3ccc(C)o3)n2)cc1OC | -2% |
| CC(NC(=O)CNC(=O)c1ccccc1Br)c1cccs1 (configuration not stated) | -4% |
| CCn1c(=O)c2cc(C(=O)NCCN3CCOCC3)sc2c2ccccc21 | 6% |
| O=C(CN1C(=O)NC2(CCCC2)C1=O)Nc1ccc(S(=O)(=O)N2CCOCC2)cc1 | 9% |
| CCCCNC(=O)CCc1c(C)nc2c(c(C)nn2-c2ccccc2)c1C | 10% |
| Nc1nc(SCC(=O)Nc2ccc(Cl)cn2)n[nH]1 | 2% |
| CCOCCCn1c(SCC(=O)Nc2cc(C)ccc2C)nc2c(oc3ccccc32)c1=O | -2% |
| C[C@@H]1CN([C@@H](C)CO)C(=O)CCCn2nncc2CO[C@H]1CN(C)S(C)(=O)=O | -2% |
| Cc1ccnc(NS(=O)(=O)c2ccc(NC(=O)c3cc(=O)c4ccc(C)c(C)c4o3)cc2)n1 | -3% |
| CC1CN(C(=O)N2CCC(C(=O)NCc3ccco3)CC2)c2ccccc2O1 (configuration not stated) | 6% |
| O=C(COc1ccccc1)NCC(c1cccs1)S(=O)(=O)c1ccc(Cl)cc1 (configuration not stated) | 18% |
